PRMT1 FP inh: inhibitors of human PRMT1; Q99873; recombinant PRMT1, activity-based probe fluorescence polarization; inhibition, % at 2.79 µM; hit rate 1.3% among 370,000; AID 652257;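 active = inhibition above about 21% made by adding two undisclosed values, limit read from the data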
TDP2 absorb: TDP2 (human) inhibition, absorbance primary screen | O95551 | recombinant TDP2, T5PNP hydrolysis, p-nitrophenol absorbance 415 nm | inhibition, % at 12.8 µM | hit rate 0.34% among 370,000;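 active = inhibition above the mean of all tested compounds plus 3 SD, set per campaign, cut at about 25% in these data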;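 note: 0% = DMSO with enzyme and 100% = buffer with substrate but no TDP2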
Target sequence (O95551 whole entry, looked up): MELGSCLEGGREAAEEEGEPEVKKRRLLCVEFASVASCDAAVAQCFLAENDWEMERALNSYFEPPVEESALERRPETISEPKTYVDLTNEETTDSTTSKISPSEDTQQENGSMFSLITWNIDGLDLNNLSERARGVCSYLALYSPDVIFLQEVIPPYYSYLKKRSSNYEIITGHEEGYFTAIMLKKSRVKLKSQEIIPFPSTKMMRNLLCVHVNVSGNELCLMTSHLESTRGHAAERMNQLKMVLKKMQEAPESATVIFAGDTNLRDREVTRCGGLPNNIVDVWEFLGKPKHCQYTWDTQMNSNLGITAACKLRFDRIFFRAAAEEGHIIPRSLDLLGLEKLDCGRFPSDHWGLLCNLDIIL
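Evaluation: % inhibition relative to enzyme-containing and enzyme-free wells. Material: recombinant human TDP2. Benchmarks: enzyme-free and DMSO wells. Timing: enzyme reaction with compound for 2 h at 37 °C. Compound dosing: 12.8 µM only. Measured by: p-Nitrophenol epi absorbance. Reagent: T5PNP substrate at 5 mM, a TopII-DNA adduct mimic. Replication: single well per compound.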
LEDGF integ inh: blocks HIV-1 LEDGF/p75-dependent DNA integration; TR-FRET IN-LEDGF/p75 DNA integration, Eu/Cy5; inhibition, % at 3.7 µM; hit rate 0.64% among 370,000;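 active = inhibition above the screen-wide mean plus 3 SD, cut at about 13% in these data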;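 note: signal is the Cy5 over europium emission ratio at 671 and 618 nm; 0% = plate median of compound wells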
PG9 Ab binder: small molecules binding HIV-1 gp120 antibody PG9; inhibition, % at 6.7 µM; TR-FRET gp120-PG9 antibody binding; hit rate 0.43% among 360,000; in the data active = inhibition above about 8.5%
mABHD4 FP: inhibits mouse alpha/beta hydrolase domain 4; Q8VD66; purified mABHD4, FP-Rh probe fluorescence polarization; inhibition, % at 8.92 µM; hit rate 0.54% among 370,000;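 active = inhibition exceeding the mean over every tested compound plus 3 SD, cut at about 30% in these data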;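 note: 0% = plate median of compound wells and 100% = S159A mutant with DMSO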
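Material: mouse ABHD4 enzyme, wild type; Benchmarks: S159A mutant high control, sample median low control; Buffer or medium: HEPES pH 7.0, NaCl, Pluronic buffer; Signal: fluorescence polarization; Read-out: percent inhibition of probe binding, normalized to plate controls; Timing: pre-incubation 45 min, probe exposure 60 min, at 25 °C; Dosing: 8.92 µM, single dose.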
Rev-erbA mod: modulates human Rev-erb alpha binding to DNA. hit rate 0.79% among 370,000. activity, % at 10 µM. P20393. AID 1259318. Rev-erbα–FITC-DNA binding, fluorescence polarization, 90 min;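 active = activity above about 14%, limit read from the data; passing the limit was not always enough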;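 note: 0% = DMSO wells with 35 nM protein and 100% = DMSO wells with 750 nM protein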
Target sequence (P20393 whole entry, looked up): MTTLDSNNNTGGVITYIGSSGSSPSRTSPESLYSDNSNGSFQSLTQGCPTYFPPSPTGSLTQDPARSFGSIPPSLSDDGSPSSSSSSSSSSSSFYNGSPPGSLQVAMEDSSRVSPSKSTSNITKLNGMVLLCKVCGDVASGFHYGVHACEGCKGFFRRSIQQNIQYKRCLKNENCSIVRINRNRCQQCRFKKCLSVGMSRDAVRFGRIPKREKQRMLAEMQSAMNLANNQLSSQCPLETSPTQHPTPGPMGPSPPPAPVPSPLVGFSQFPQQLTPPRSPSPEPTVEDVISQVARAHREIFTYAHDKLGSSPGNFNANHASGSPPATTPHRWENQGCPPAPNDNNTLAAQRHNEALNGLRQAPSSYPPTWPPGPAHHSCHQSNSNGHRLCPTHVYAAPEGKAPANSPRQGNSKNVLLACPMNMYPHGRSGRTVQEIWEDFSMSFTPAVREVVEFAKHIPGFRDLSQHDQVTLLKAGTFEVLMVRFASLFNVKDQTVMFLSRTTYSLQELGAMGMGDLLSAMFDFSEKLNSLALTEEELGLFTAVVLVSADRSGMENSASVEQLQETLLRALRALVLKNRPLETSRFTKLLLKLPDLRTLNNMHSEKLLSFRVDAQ
rCAG binder: molecules binding r(CAG) RNA repeats. AID 651821. r(CAG) RNA repeat, TO-PRO-1 dye displacement fluorescence. hit rate 1.3% among 370,000. inhibition, % at 3 µM;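 active = inhibition above the plate cutoff, the mean of all test compounds on that plate plus 3 SD, cut at about 35% in these data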;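 note: 0% = DMSO alone and 100% = 100 µM mitoxantrone as full dye displacement; higher means more dye released from RNA so lower well fluorescence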
HTRA1 inhibitor: blocks human HTRA1 serine peptidase. AID 504803. hit rate 0.5% among 340,000. recombinant HTRA1, FP-rhodamine activity-based probe, fluorescence polarization. Q92743. inhibition, % at 5.96 µM; in the data active = inhibition above about 36%;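 note: 0% = enzyme with DMSO and 100% = wells lacking enzyme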
TCR-CD3 inh: blocks the human TCR-CD3 interaction. TAMRA-labeled TCR probe fluorescence, biochemical. inhibition, % at 9.4 µM. hit rate 0.37% among 360,000. AID 651800; in the data active = inhibition above about 19%;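 note: recombinant mutant TCR 2C K166C tagged with TAMRA read by polarization; 0% = receptor in buffer alone and 100% = receptor with positive control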
SIAE primary: human SIAE inhibition, primary screen; Q9HAT2; SIAE FP-Rh probe binding, fluorescence polarization; inhibition, % at 9.66 µM; hit rate 0.69% among 370,000; AID 1053197;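 active = inhibition above a cutoff: mean of compounds within the control limits plus 3 SD of those, cut at about 17% in these data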;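 note: 0% = plate median of compound wells and 100% = probe without SIAE protein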
The depositor's hits bear a star.

The first two compounds (preview)
Results for CCN(CC)C(=O)CSC1=C(C#N)C(c2cccs2)C=C(C)N1 (configuration not stated) ?
PRMT1 FP inh: 10; TDP2 absorb: 4; LEDGF integ inh: -1; PG9 Ab binder: -0.6; mABHD4 FP: 0; Rev-erbA mod: 56*; rCAG binder: -7; HTRA1 inhibitor: -12; TCR-CD3 inh: 2; SIAE primary: -10

How did CC(=O)OC(C(=O)NC1CCCCC1)c1ccc(Cl)c(Cl)c1 (configuration not stated) do in these assays?
PRMT1 FP inh: -1; TDP2 absorb: -3; LEDGF integ inh: 0; PG9 Ab binder: 0.6; mABHD4 FP: 1; Rev-erbA mod: 5; rCAG binder: -6; HTRA1 inhibitor: -3; TCR-CD3 inh: 1; SIAE primary: -1

Main list, repeating the preview:
Results for CCN(CC)C(=O)CSC1=C(C#N)C(c2cccs2)C=C(C)N1 (configuration not stated) ?
PRMT1 FP inh: 10; TDP2 absorb: 4; LEDGF integ inh: -1; PG9 Ab binder: -0.6; mABHD4 FP: 0; Rev-erbA mod: 56*; rCAG binder: -7; HTRA1 inhibitor: -12; TCR-CD3 inh: 2; SIAE primary: -10

How did CC(=O)OC(C(=O)NC1CCCCC1)c1ccc(Cl)c(Cl)c1 (configuration not stated) do in these assays?
PRMT1 FP inh: -1; TDP2 absorb: -3; LEDGF integ inh: 0; PG9 Ab binder: 0.6; mABHD4 FP: 1; Rev-erbA mod: 5; rCAG binder: -6; HTRA1 inhibitor: -3; TCR-CD3 inh: 1; SIAE primary: -1

Results for CCOc1ccc2nc(NC(=O)C(NS(=O)(=O)c3cccc4nsnc34)C(C)C)sc2c1 (configuration not stated) ?
PRMT1 FP inh: 0; TDP2 absorb: 3; LEDGF integ inh: 0; PG9 Ab binder: -1.5; mABHD4 FP: -4; Rev-erbA mod: -9; rCAG binder: 7; HTRA1 inhibitor: -10; TCR-CD3 inh: 3; SIAE primary: -5

What do the screens show for `Cc1nn(CC#N)c(=O)n1-c1ccccc1`?
PRMT1 FP inh: 4; TDP2 absorb: 2; LEDGF integ inh: -2; PG9 Ab binder: 1.2; mABHD4 FP: -12; Rev-erbA mod: 1; rCAG binder: -1; HTRA1 inhibitor: 7; TCR-CD3 inh: -8; SIAE primary: -10

What do the screens show for `COc1cccc(-n2cnc3scc(-c4cccs4)c3c2=O)c1`?
PRMT1 FP inh: 0; TDP2 absorb: 0; LEDGF integ inh: 3; PG9 Ab binder: -0.7; mABHD4 FP: -12; Rev-erbA mod: -2; rCAG binder: -2; HTRA1 inhibitor: -42; TCR-CD3 inh: 2; SIAE primary: -4

What do the screens show for `CCCC[C@@H]1CN=C(N)N1CC(C)(C)C`?
PRMT1 FP inh: 0; TDP2 absorb: 3; LEDGF integ inh: 2; PG9 Ab binder: -1.0; mABHD4 FP: -2; Rev-erbA mod: 1; rCAG binder: 6; HTRA1 inhibitor: 3; TCR-CD3 inh: 0; SIAE primary: -3

Results for COc1ccc(CCN2C(=O)c3[nH]nc(-c4ccccc4O)c3C2c2ccc(C)cc2)cc1OC (configuration not stated) ?
PRMT1 FP inh: -2; TDP2 absorb: 8; LEDGF integ inh: -2; PG9 Ab binder: -2.9; mABHD4 FP: -14; Rev-erbA mod: 2; rCAG binder: 13; HTRA1 inhibitor: -35; TCR-CD3 inh: -6; SIAE primary: 2

Results for CCCS(=O)(=O)c1nc(S(=O)(=O)c2ccc(C)cc2)c(NCc2ccco2)s1 ?
PRMT1 FP inh: -1; TDP2 absorb: 16; LEDGF integ inh: -2; PG9 Ab binder: -2.9; mABHD4 FP: -19; Rev-erbA mod: -1; rCAG binder: 6; HTRA1 inhibitor: -18; TCR-CD3 inh: -3; SIAE primary: -1

How did Cc1nn(C2CCS(=O)(=O)C2)c2nc(C3CC3)cc(C(=O)Nc3cccc(C#N)c3)c12 (configuration not stated) do in these assays?
PRMT1 FP inh: -1; TDP2 absorb: -8; LEDGF integ inh: -1; PG9 Ab binder: 0.1; mABHD4 FP: -4; Rev-erbA mod: -2; rCAG binder: 2; HTRA1 inhibitor: -8; TCR-CD3 inh: 5; SIAE primary: -3

How did CCCCN(C)C1=CC2=CC(=C(C#N)C#N)CCC2CC1 (configuration not stated) do in these assays?
PRMT1 FP inh: -66; TDP2 absorb: 5; LEDGF integ inh: -3; PG9 Ab binder: -10; mABHD4 FP: -29; Rev-erbA mod: 69*; rCAG binder: -420; HTRA1 inhibitor: 22; TCR-CD3 inh: 11; SIAE primary: 4

Results for Cc1cc(N2C(=O)C3CC=CC(C)C3C2=O)no1 (configuration not stated) ?
PRMT1 FP inh: 1; TDP2 absorb: -16; LEDGF integ inh: 2; PG9 Ab binder: -0.3; mABHD4 FP: 6; Rev-erbA mod: -2; rCAG binder: 6; HTRA1 inhibitor: 5; TCR-CD3 inh: 2; SIAE primary: -1

How did CCOc1cc(/C=C(\C#N)C(=O)Nc2cccc(C(=O)O)c2)ccc1OCc1ccccc1Cl do in these assays?
PRMT1 FP inh: 2; TDP2 absorb: 4; LEDGF integ inh: -5; PG9 Ab binder: -0.1; mABHD4 FP: -7; Rev-erbA mod: 5; rCAG binder: 2; HTRA1 inhibitor: -11; TCR-CD3 inh: -11; SIAE primary: -2

Results for CCOc1ccc(/C=N/NC(=O)CNC(=O)c2ccc(S(=O)(=O)N3CCOCC3)cc2)cc1 ?
PRMT1 FP inh: -1; TDP2 absorb: 4; LEDGF integ inh: -4; PG9 Ab binder: -2.3; mABHD4 FP: 5; Rev-erbA mod: -2; rCAG binder: 3; HTRA1 inhibitor: 6; TCR-CD3 inh: 0; SIAE primary: 1

How did CCN1CCC(O)(C(C(=O)O)c2ccccc2)CC1 (configuration not stated) do in these assays?
PRMT1 FP inh: 3; TDP2 absorb: -16; LEDGF integ inh: -4; PG9 Ab binder: -0.4; mABHD4 FP: 0; Rev-erbA mod: -9; rCAG binder: 3; HTRA1 inhibitor: 5; TCR-CD3 inh: -3; SIAE primary: -3

Results for CN(C)S(=O)(=O)c1ccc(Cl)c(NC(=O)COC(=O)c2ccc(O)cc2)c1 ?
PRMT1 FP inh: -1; TDP2 absorb: -3; LEDGF integ inh: 4; PG9 Ab binder: 0.0; mABHD4 FP: 1; Rev-erbA mod: 5; rCAG binder: 0; HTRA1 inhibitor: 0; TCR-CD3 inh: -1; SIAE primary: 1

What do the screens show for `C#CCOc1nc(Nc2cccc([N+](=O)[O-])c2)nc(OCC#C)n1`?
PRMT1 FP inh: -3; TDP2 absorb: -6; LEDGF integ inh: -3; PG9 Ab binder: -0.3; mABHD4 FP: -11; Rev-erbA mod: 1; rCAG binder: 15; HTRA1 inhibitor: -25; TCR-CD3 inh: 6; SIAE primary: -12

Results for O=C(c1ccncc1)N(c1ccc(N2CCOCC2)cc1)C(c1ccccc1)c1nc2ccccc2[nH]1 (configuration not stated) ?
PRMT1 FP inh: 9; TDP2 absorb: -7; LEDGF integ inh: 1; PG9 Ab binder: -0.8; mABHD4 FP: 19; Rev-erbA mod: 0; rCAG binder: 8; TCR-CD3 inh: 0; SIAE primary: 7

What do the screens show for `Cc1ccc(CNC(=O)c2ccc(-n3cccc3)cc2)cc1`?
PRMT1 FP inh: 15; TDP2 absorb: -11; LEDGF integ inh: 11; PG9 Ab binder: 2.8; mABHD4 FP: -9; Rev-erbA mod: -17; rCAG binder: 18; HTRA1 inhibitor: -13; TCR-CD3 inh: 5; SIAE primary: -5

Results for Cc1c(C(=O)Nc2ccc3c(c2)OCCO3)sc2ncnc(N3CCCCC3C)c12 (configuration not stated) ?
PRMT1 FP inh: -3; TDP2 absorb: -12; LEDGF integ inh: 0; PG9 Ab binder: 0.2; mABHD4 FP: -3; Rev-erbA mod: 6; rCAG binder: 0; HTRA1 inhibitor: -60; TCR-CD3 inh: -1; SIAE primary: -10

What do the screens show for `Cc1ccc(S(=O)(=O)Nn2cnnc2)cc1`?
PRMT1 FP inh: 0; TDP2 absorb: 4; LEDGF integ inh: 0; PG9 Ab binder: 1.4; mABHD4 FP: 1; Rev-erbA mod: -3; rCAG binder: -2; HTRA1 inhibitor: 3; TCR-CD3 inh: 3; SIAE primary: 0

What do the screens show for `CC1CCCCC12NC(=O)N(CC(=O)N(C)Cc1nc3ccccc3c(=O)[nH]1)C2=O` (configuration not stated)?
PRMT1 FP inh: -2; TDP2 absorb: 1; LEDGF integ inh: 3; PG9 Ab binder: 0.6; mABHD4 FP: 0; Rev-erbA mod: -10; rCAG binder: 2; HTRA1 inhibitor: -2; TCR-CD3 inh: 1; SIAE primary: 9

What do the screens show for `Cc1nn(C)c(C)c1CNC(=O)c1cc2n(n1)C(C(F)(F)F)CC(c1cccs1)N2` (configuration not stated)?
PRMT1 FP inh: -3; TDP2 absorb: 7; LEDGF integ inh: -2; PG9 Ab binder: -1.7; mABHD4 FP: 2; Rev-erbA mod: 3; rCAG binder: -7; HTRA1 inhibitor: 4; TCR-CD3 inh: 5; SIAE primary: 5

Results for CCOc1ccc(S(=O)(=O)c2c(C(=O)c3ccc(C)cc3)cnc3cc4c(cc23)OCCO4)cc1 ?
PRMT1 FP inh: -1; TDP2 absorb: 2; LEDGF integ inh: 1; PG9 Ab binder: 0.6; mABHD4 FP: 6; Rev-erbA mod: 7; rCAG binder: 11; HTRA1 inhibitor: -31; TCR-CD3 inh: 2; SIAE primary: -13

Results for O=C(COC(=O)COc1ccc(Cl)cc1)NCCNC(=O)COC(=O)COc1ccc(Cl)cc1 ?
PRMT1 FP inh: 0; TDP2 absorb: 9; LEDGF integ inh: 0; PG9 Ab binder: -0.2; mABHD4 FP: 5; Rev-erbA mod: 0; rCAG binder: -10; HTRA1 inhibitor: -1; TCR-CD3 inh: 4; SIAE primary: 2

Results for C=CCN1C(=O)[C@@H](CC(=O)NCCC(C)C)[C@]2(C(=O)OC)CCCCC=C12 ?
PRMT1 FP inh: -4; TDP2 absorb: -6; LEDGF integ inh: 6; mABHD4 FP: -3; Rev-erbA mod: 6; rCAG binder: 1; SIAE primary: 3

What do the screens show for `Cc1ccc(CNC(=O)CCS(=O)(=O)c2ccc(C)cc2)cc1`?
PRMT1 FP inh: -4; TDP2 absorb: -1; LEDGF integ inh: 1; PG9 Ab binder: -0.4; mABHD4 FP: -2; Rev-erbA mod: 0; rCAG binder: -2; HTRA1 inhibitor: -2; TCR-CD3 inh: -3; SIAE primary: 0

How did COc1ccc(C(=O)NNC(=O)C(=O)N2CCCCC2)cc1OC do in these assays?
PRMT1 FP inh: 6; TDP2 absorb: 3; LEDGF integ inh: -4; PG9 Ab binder: -0.4; mABHD4 FP: 1; Rev-erbA mod: 0; rCAG binder: -3; HTRA1 inhibitor: -2; TCR-CD3 inh: -3; SIAE primary: 0

Assay outcomes as filed in PubChem.

An excerpt; count on the stated rates, not on these rows.
